# HTT ATP protect = cytoprotection in Huntington HTT-Q103 PC12 cell model | hit rate 0.14% among 230,000 | PC12 HTT-Q103 induced, cytoprotection, ATP luminescence, 40 h | Potency, µM (titrated, usually from 56.4 µM), for inactives: cytoprotection (ATP increase), most hits filed as activators;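 also: % of control where 0% means no effect; nearly all actives have a fitted effect of over 45% in size; toxic huntingtin expression switched on by the ecdysone agonist tebufenozide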
#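 Cells were plated at 1500 per well in phenol red-free DMEM with 5% equine and 5% calf serum. Tebufenozide (100 nM final) and compounds were added, then ATPlite reagent, and luminescence was read.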
# RECQ1 inh = inhibitors of human RECQ1 DNA helicase | P46063 | RECQ1 DNA unwinding, red fluorescence kinetic read | Potency, µM (highest dose often 57.3 µM), inactives show at the top dose activity, negative = inhibition, actives largely listed as inhibitors | hit rate 0.54% among 240,000;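 also: plate controls were vehicle for no effect and no enzyme for full effect; nearly all actives have a fitted effect of over 30% in size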
# Target sequence (P46063 whole entry, looked up): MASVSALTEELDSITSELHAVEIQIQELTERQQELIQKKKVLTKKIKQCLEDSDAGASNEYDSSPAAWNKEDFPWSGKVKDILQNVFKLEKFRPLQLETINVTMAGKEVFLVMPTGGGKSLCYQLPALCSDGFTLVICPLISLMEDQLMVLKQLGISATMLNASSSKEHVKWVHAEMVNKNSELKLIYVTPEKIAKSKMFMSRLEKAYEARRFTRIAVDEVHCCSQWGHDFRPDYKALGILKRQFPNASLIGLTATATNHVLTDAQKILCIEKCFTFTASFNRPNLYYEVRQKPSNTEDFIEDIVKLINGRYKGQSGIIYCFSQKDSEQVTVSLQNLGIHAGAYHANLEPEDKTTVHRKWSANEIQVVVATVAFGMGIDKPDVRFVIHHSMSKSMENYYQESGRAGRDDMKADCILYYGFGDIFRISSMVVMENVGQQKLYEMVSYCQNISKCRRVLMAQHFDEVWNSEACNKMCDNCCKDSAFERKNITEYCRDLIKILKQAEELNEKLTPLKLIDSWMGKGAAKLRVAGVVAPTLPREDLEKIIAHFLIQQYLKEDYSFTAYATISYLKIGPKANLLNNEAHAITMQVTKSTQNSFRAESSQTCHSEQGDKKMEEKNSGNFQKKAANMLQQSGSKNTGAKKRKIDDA
#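 50 nM RECQ1T1 preincubated 15 min with compound in Tris pH 8.0 buffer with MgCl2, DTT, Tween-20 and 2.5 ug/ml poly(dI-dC); started with 200 nM TAMRA/BHQ-2 forked duplex and 2 mM ATP. Unwinding read as fluorescence (525/598 nm), two reads 2 h apart.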
# Tau fluor cs = counter-screen for tau fibril formation inhibitors. hit rate 0.93% among 280,000. tau K18 P301L Alexa594 fluorescence, heparin fibrillization. Potency, µM (highest dose often 57.7 µM), without a hit: top-dose activity change, negative = decrease; also: % is scaled to controls: 0 for no effect and ±100 for the full control effect; nearly all actives have a fitted effect of over 55% in size
#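 Human tau K18 P301L (15 uM unlabeled, 0.24 uM Alexa 594-labeled) in 100 mM sodium acetate pH 7 with 20 uM heparin, 6 hr at 37 C. ThT 30 uM added, 1 hr ambient; Alexa 594 FP and total fluorescence read at 555/632 nm.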
# Tau fibril FP = blocks human tau fibril formation measured by polarization | K18 P301L tau heparin fibrillization, Alexa594 FP, 6 h | hit rate 0.39% among 280,000 | Potency, µM (titrated, usually from 57.7 µM), inactives show at the highest dose activity, negative = inhibition, usual class: inhibitors | AID 1468 | P10636; also: % is scaled to controls: 0 for no effect and ±100 for the full control effect; nearly all actives have a fitted effect of over 55% in size
# Target sequence (P10636 561-689 P618L limits assumed): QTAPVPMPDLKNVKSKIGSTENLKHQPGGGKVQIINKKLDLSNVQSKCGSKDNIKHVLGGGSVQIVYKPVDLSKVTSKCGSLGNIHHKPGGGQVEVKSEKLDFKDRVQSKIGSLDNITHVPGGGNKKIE
#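 K18 P301L tau (15 uM unlabeled/0.24 uM Alexa 594-labeled, final) + compound + heparin 20 uM final; 100 mM NaOAc pH 7; 6 hr 37 C; ThT 30 uM final added, 1 hr RT; FP ex 555/em 632 nm.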
# L3MBTL1 inh = L3MBTL1 (human) inhibition; Q9Y468; AID 485360; Potency, µM (top dose mostly 57.1 µM), without a hit: top-dose activity, negative = inhibition, most hits filed as inhibitors; hit rate 0.66% among 230,000; AlphaScreen L3MBTL1–H3K9me1 peptide binding; also: % is scaled to controls: 0 for no effect and ±100 for the full control effect; nearly all actives have a fitted effect of over 60% in size
#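 L3MBTL1 (50 nM) pre-complexed 30 min with biotinylated H3(1-15)K9me1 peptide (75 nM), then compounds added for 30 min at room temperature; AlphaScreen streptavidin donor/nickel chelate acceptor beads (10 ug/mL final) read after 30 min dark incubation.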
# Tau ThT inhib = inhibitors of human tau fibril formation, thioflavin T binding; recombinant tau K18 P301L, heparin-induced fibrillization, ThT fluorescence; hit rate 2.1% among 270,000; Potency, µM (titrated, usually from 57.4 µM), without a hit: top-dose activity, negative = inhibition, actives largely listed as inhibitors; AID 1460; also: % is scaled to controls: 0 for no effect and ±100 for the full control effect; nearly all actives have a fitted effect of over 55% in size
#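 Fibril formation assay: tau K18 P301L at 15 uM with trace Alexa 594 label, heparin inducer 20 uM, pH 7 sodium acetate buffer, 37 C for 6 hr; endpoint ThT signal.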
# TRb-SRC2 inh = disrupts binding of human TR beta to SRC2. P10828. TRbeta-SRC2 peptide binding, fluorescence polarization; receptor liganded with 1 µM T3. Potency, µM (highest dose often 106 µM), without a hit: top-dose activity change, negative = inhibition, hits mostly inhibitors. hit rate 0.065% among 280,000;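 also: plate controls were bound peptide for no effect and peptide without receptor for full effect; nearly all actives have a fitted effect of over 50% in size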
#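 Binding of a 20-amino-acid Texas Red SRC2 peptide (20 nM) to TRb ligand-binding domain (0.6 uM) with agonist T3 at 1 uM was followed by fluorescence polarization after a 5 hr room-temperature incubation.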
# TexasRed fluor = counter-screen for TRb-SRC2 inhibitors: fluorescence interference; TRb/SRC2 Texas Red total fluorescence interference; Potency, µM (series often up to 106 µM), inactives show at the highest dose fluorescence change, negative = quenching; hit rate 0.29% among 280,000; AID 1479; active = well fitted curve in either direction with a large enough effect; inconclusive = small, poorly fitted or top-dose-only effect; also: % is scaled to controls: 0 for no effect and ±100 for the full control effect
#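 Human TRb ligand-binding domain at 0.6 uM with 20 nM Texas Red SRC2 peptide in Tris buffer containing 1 uM T3 and 5% DMSO, incubated with compound 5 h at ambient temperature. Total fluorescence (555/632 nm) calculated as parallel + 2 × perpendicular.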
# Active calls of the source: *; i = inactive; ? = inconclusive; / = no result given; [ ] = remark or other dose. Unless noted, calls follow the shape of the dose curve; as a rule, active = well fitted curve in the direction sought with a large enough effect; inconclusive = small, poorly fitted or top-dose-only effect, or another doubt; inactive = no such curve, though single readings can be large; an effect the other way counts as inactive or inconclusive. Potency is read from the fitted curve at half-maximal effect. The list is partial (hit frequency here may not be typical).
SMILES,HTT ATP protect,RECQ1 inh,Tau fluor cs,Tau fibril FP,L3MBTL1 inh,Tau ThT inhib,TRb-SRC2 inh,TexasRed fluor
O=C(N/N=C/c1ccc[nH]1)c1cccc(Br)c1,20%[10 µM],-5%,-14%,4%,-2%,?,-4%,-2%
Cc1noc(C)c1C(=O)OCC(=O)c1c(N)n(CC(C)C)c(=O)n(C)c1=O,-7%[10 µM],-10%,-1%,2%,-3%,-3%,-15%,-1%
CCc1c(C(C)=O)oc2ccc3c(C)cc(=O)oc3c12,-8%[10 µM],-14%,-17%,-10%,/,?,5%,-1%
Cc1cc(C)cc(-n2ccnc(NCCc3ccccc3)c2=O)c1,/,/,-4%,7%,/,-5%,-2%,1%
CCOC(=O)CN(C(=O)COc1nc(-c2ccccc2)cc(C)c1C#N)c1cccc(OC)c1,23%[10 µM],i,?,?,4%,-16%,-1%,-3%
O=C(c1ccc(F)cc1)n1c(=S)nc2ccccn21,-63%[inhibitor][10 µM],0%,-18%,-10%,4%,?,0%,-1%
CS(=O)(=O)N1CCN(c2ccccc2NC(=O)CSc2nnc(-c3ccco3)o2)CC1,/,i,7%,1%,-3%,8%,-1%,-3%
C/C(=N/NC(=O)CNC(=O)c1ccncc1)c1ccc(Cl)cc1,2%[10 µM],-3%,-10%,-1%,4%,-9%,5%,-3%
C=CCNc1nc(N2CCOCC2)c(C#N)c2c1CN(C)CC2,-4%,-1%,-6%,-4%,-3%,-10%,-1%,-2%
O=C(Oc1c(Cl)cc(Cl)c2cccnc12)N1CCCCC1,-5%,3%,-9%,-1%,2%[11.4 µM],-8%,1%,-7%

# Just L3MBTL1 inh, RECQ1 inh and TexasRed fluor (3 entries from above):
mol,L3MBTL1 inh,RECQ1 inh,TexasRed fluor
CS(=O)(=O)N1CCN(c2ccccc2NC(=O)CSc2nnc(-c3ccco3)o2)CC1,-3%,i,-3%
Cc1cc(C)cc(-n2ccnc(NCCc3ccccc3)c2=O)c1,/,/,1%
CCc1c(C(C)=O)oc2ccc3c(C)cc(=O)oc3c12,/,-14%,-1%

# Other entries follow:
SMILES,HTT ATP protect,RECQ1 inh,Tau fluor cs,Tau fibril FP,L3MBTL1 inh,Tau ThT inhib,TRb-SRC2 inh,TexasRed fluor
CC(=O)c1ccc(C(=O)N2CCc3c([nH]c4ccccc34)C2c2cccc(C)n2)s1 (stereo unspecified),1%[10 µM],-21%,?,3%,-2%,-17%,7%,0%
Cn1c(=O)n(Cc2ccccc2)c(=O)c2c1nc1n2CCN1c1ccccc1,/,/,-3%,3%,/,-8%,-5%,?
O=C(NCCc1ccncc1)c1ccccc1F,10%,-20%,9%,4%,8%,-3%,-4%,-4%
CCOC(=O)CCNC(=O)N1CCCC(CNS(=O)(=O)c2cccs2)C1 (stereo unspecified),-15%[10 µM],-5%,-3%,0%,16%,0%,9%,-2%
CCOc1ccc(N(C(C)C(=O)NC(C)CC)S(C)(=O)=O)cc1 (stereo unspecified),5%,0%,-2%,-7%,-3%,-1%,4%,-7%
COc1cc(OC)c(OC)cc1/C=C/c1nc2cc3ccccc3cc2c(=O)n1-c1ccc(F)c(Cl)c1,/,/,-17%,-2%,/,-5%,-4%,0%
CCN(CC)C(=O)c1[nH]cnc1C(=O)N[C@@H](CC(C)C)C(=O)OCc1ccccc1,-1%[10 µM],3%,-12%,-7%,-20%,0%,1%,-2%
O=C(Oc1c(Cl)cc(Cl)c2cccnc12)c1cccc([N+](=O)[O-])c1,-81%[inhibitor][10 µM],-3%,-6%,3%,?,-9%,3%,7%
Cn1c(SCc2ccc(F)cc2)nc2c([nH]c3ccccc32)c1=O,/,/,-1%,-12%,/,9%,5%,-14%
O=C([C@H](Cc1ccccc1)NS(=O)(=O)c1ccc(Cl)cc1)N1CC[C@@]2(O)CCCC[C@H]2C1,-17%,2%,-3%,4%,-7%,2%,9%,1%
CCCSc1nnc2n(-c3ccc(OC)cc3)c(=O)c3c4c(sc3n12)COC(C(C)C)C4 (stereo unspecified),/,/,-24%,10%,/,?,1%,-3%
Cc1cc(C)n(Cc2nc3ccccc3n2C)n1,-15%,-11%,10%,-4%,-11%[11.4 µM],4%,5%,-1%
O=C(Nc1nc(=O)c2ccccc2s1)c1ccc(Cl)cc1,-13%[10 µM],0%,-5%,?,-2%,-6%,8%,1%
O=C(NO)C1CC2C=CC1C2 (stereo unspecified),-18%[10 µM],i,0%,1%,7%,-2%,-5%,-3%
Cc1cc(=O)n2c(ccc3ccccc32)c1C#N,-22%,-5%,-1%,-4%,0%,4%,2%,-5%
CN(Cc1ccccc1)C(=O)c1[nH]cnc1C(=O)N[C@@H](CCCCNC(=O)OC(C)(C)C)C(=O)OC(C)(C)C,0%[10 µM],-5%,-10%,5%,-5%,-4%,6%,0%
O=S(=O)(/N=C(/c1ccccc1)N1CCCCCC1)c1ccccc1,-11%,-1%,-10%,1%,5%,-4%,6%,0%
CCN(CC)CCn1c(=N)n(CC(O)COc2cccc(C)c2)c2ccccc21 (stereo unspecified),/,11%,-3%,7%,-23%,-2%,-6%,-3%
O=C(NCc1ccc(F)cc1)c1ccc2c(c1)N(Cc1c(F)cccc1Cl)C(=O)CS2,/,/,-28%,-16%,/,-5%,-4%,-1%
O=C(CNC(=S)N(Cc1ccccc1)Cc1cccnc1)NCCc1ccccc1,7%[10 µM],0%,-9%,9%,1%,-5%,-9%,0%

# Entries of single compounds as entered above. Order of values: HTT ATP protect, RECQ1 inh, Tau fluor cs, Tau fibril FP, L3MBTL1 inh, Tau ThT inhib, TRb-SRC2 inh, TexasRed fluor
# `Cc1cc(C)n(Cc2nc3ccccc3n2C)n1` in the list: -15%, -11%, 10%, -4%, -11%[11.4 µM], 4%, 5%, -1%
# `Cc1cc(=O)n2c(ccc3ccccc32)c1C#N` in the list: -22%, -5%, -1%, -4%, 0%, 4%, 2%, -5%

# The list continues.
SMILES,HTT ATP protect,RECQ1 inh,Tau fluor cs,Tau fibril FP,L3MBTL1 inh,Tau ThT inhib,TRb-SRC2 inh,TexasRed fluor
Cn1c(=O)n(C)c2cc(C(=O)O)ccc21,-12%,-10%,-5%,11%,/,-7%,7%,-8%
NS(=O)(=O)c1ccc(Cl)cc1[N+](=O)[O-],2%[10 µM],-3%,-21%,-8%,/,/,3%,-4%
CCOC(=O)CSc1ccc(S(=O)(=O)N(CC)CC)cc1[N+](=O)[O-],-4%,-10%,-22%,5%,/,-12%,2%,0%
COc1ccc(NC(=O)c2c[nH]n3c(=O)cc(C4CCN(C(=O)OC(C)(C)C)CC4)nc23)cc1Cl,-58%[inhibitor],-1%,-4%,-4%,/,5%,9%,2%
C/C(=N\OCC(=O)Nn1c(C)nc2ccccc2c1=O)c1cccs1,-4%[10 µM],-14%,-12%,-13%,0%,-10%,3%,0%
O=C1C2=CC[C@H]3C(=O)N(Cc4ccccc4)C(=O)[C@@H]3[C@@H]2[C@H](O)[C@@H]2O[C@H]12,?,-14%[11.5 µM],-18%[11.6 µM],?,/,?,4%[11.2 µM],?
O=C(Nc1ccc(NC(=O)C2CCCCC2)cn1)c1ccco1,-31%,-4%,0%,1%,1%,-2%,-7%,0%
COc1ccc(CC(=O)NCc2nnc(SCC(=O)Nc3ccccc3)n2C)cc1,-7%,i,-1%,4%,6%,6%,4%,-1%
Cc1cccn2c(=O)c3cc(C(=O)N4COCC4(C)C)n(C)c3nc12,-42%,-2%,3%,2%,7%,-6%,-12%,1%
N/C(=N\OC(=O)COc1ccc2ccccc2c1Br)c1ccncc1,-42%[inhibitor],7%,-20%,-1%,17%,?,-14%,1%
Cc1ccc(SCCC(=O)Nc2ccc(Br)c(C)c2)cc1,6%[10 µM],-20%,?,?,36%[activator],?,-10%,-2%
Cc1nc2sc(C(=O)OCC(=O)N3c4ccccc4CC3C)c(C)c2c(=O)[nH]1 (stereo unspecified),/,-3%,-13%,-2%,-2%,-14%,-6%,-1%
COc1ccc(NC(=O)CSc2nnc(Cc3cccn3C)n2-c2ccc(C)cc2)cc1OC,-16%,-5%,-16%,-4%,-21%,-10%,-6%,-1%
COC(=O)Cn1nnc2c(cnn2-c2ccccc2)c1=O,-1%[10 µM],-2%,-9%,-11%,-2%,-5%,7%[53 µM],-2%[53 µM]
CCc1ccc(S(=O)(=O)c2cn(CC(=O)Nc3ccc(F)c(Cl)c3)c3ccccc3c2=O)cc1,/,/,-25%,?,/,-1%,-3%,0%
CC1CCC(N(C(=O)c2csnn2)C(C(=O)NC(C)(C)C)c2cccnc2)CC1 (stereo unspecified),-29%,5%,-2%,7%,/,-4%,-12%,-5%
CCOC(=O)C1CCN(C(=O)COc2ccc(S(=O)(=O)NC(C)C)cc2)CC1,-7%,-5%,2%,4%,/,3%,-1%,-1%
Cc1c(C(=O)NCC2COc3ccccc3O2)oc2ccc(S(=O)(=O)N(C)C3CCCCC3)cc12 (stereo unspecified),4%,5%,-25%,?,/,-8%,1%,-2%
CS(=O)(=O)N(CC(=O)N1CCCCCC1)Cc1ccc(Cl)cc1,-61%[inhibitor],i,-17%,-1%,/,-23%,3%,-5%
N#Cc1nc(COc2ccccc2Cl)oc1N1CCCC1,-12%[10 µM],i,-12%,-4%,28µM*,-6%,3%,-5%

# Taken from above.
# Under TRb-SRC2 inh, CCc1ccc(S(=O)(=O)c2cn(CC(=O)Nc3ccc(F)c(Cl)c3)c3ccccc3c2=O)cc1 is listed with -3%
# Under TexasRed fluor, Cc1nc2sc(C(=O)OCC(=O)N3c4ccccc4CC3C)c(C)c2c(=O)[nH]1 (stereo unspecified) is listed with -1%
# Under Tau ThT inhib, CCOC(=O)C1CCN(C(=O)COc2ccc(S(=O)(=O)NC(C)C)cc2)CC1 is listed with 3%

# From PubChem BioAssay
